# Screening results as filed in PubChem BioAssay.
# phage Ecoli inh = E. coli growth loss with phage present | growth absorbance | inhibition, % at 11.9 µM | actives 0.26% (n = 360,000); in the data active means inhibition above about 11%
# AddAB inh = less growth of phage-infected E. coli with AddAB | E. coli expressing H. pylori AddAB, absorbance growth | inhibition, % at 11.9 µM | actives 0.29% (n = 330,000) | AID 435030; in the data active means inhibition above about 12%;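 further: 0% = vehicle wells of infected cells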
# HTR5A inv ctr = counter-screen for OPRM1-OPRD1 inverse agonists: human HTR5A inverse agonism | HTR5A cell line, luminescence | inhibition, % at 9.3 µM | actives 0.083% (n = 340,000) | AID 504634; in the data active means inhibition mostly above about 23%, no sharp cut-off; inactive means mostly below about 18%;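 further: 0% = cells with DMSO and 100% = no-cell wells with DMSO; some compounds called inactive have numbers as strong as hits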
# Target sequence (P47898 whole entry, looked up): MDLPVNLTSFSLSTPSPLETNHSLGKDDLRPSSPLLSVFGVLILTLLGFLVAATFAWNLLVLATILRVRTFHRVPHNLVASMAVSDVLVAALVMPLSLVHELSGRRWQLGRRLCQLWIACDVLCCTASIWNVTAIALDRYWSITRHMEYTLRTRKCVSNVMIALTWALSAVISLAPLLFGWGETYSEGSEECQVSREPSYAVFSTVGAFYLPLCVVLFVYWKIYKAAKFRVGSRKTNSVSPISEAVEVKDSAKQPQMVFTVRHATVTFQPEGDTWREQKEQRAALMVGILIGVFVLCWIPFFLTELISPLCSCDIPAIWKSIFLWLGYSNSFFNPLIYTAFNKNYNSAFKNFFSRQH
# DAGLB inhibitor = diacylglycerol lipase beta (human) inhibition | HEK293T DAGLB membrane lysate, EnzChek fluorogenic substrate | inhibition, % at 5.17 µM | Q8NCG7 | actives 0.059% (n = 340,000) | AID 504411; in the data active means inhibition above about 34%;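 further: 0% = enzyme with vehicle and 100% = wells lacking enzyme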
# Tat export inh = blocks Tat-dependent protein export in E. coli; AID 488895; actives 0.036% (n = 340,000); inhibition, % at 10 µM; E. coli MC4100 TorA-mCherry Tat export, fluorescence;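 active means mean replicate inhibition at least 50% and at least half of replicates individually reaching 50%; inconclusive means only one of the two criteria met; inactive means neither criterion met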;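 further: exported cargo escapes ClpAP degradation while cytoplasmic cargo is degraded and loses fluorescence; 0% = median of neutral control wells and 100% = median of NaSCN control wells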
# SUMO Mot1 rescue = inhibitors of SUMOylation pathway: yeast Mot1-301 growth rescue; S. cerevisiae Mot1-301 growth rescue, ATP luminescence, 38.5C; percent above DMSO median, 100 means doubled; growth rescue, % at 18.8 µM; actives 1% (n = 320,000); AID 2716;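 active means every valid replicate shows activation above 250% relative to neutral control wells; inactive means the rest, any valid replicate at or below 250%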;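 further: OY570 slx delta 5 strain wells were the positive control but not used for scaling; some compounds called inactive have numbers as strong as hits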
# CDK5 p35 inh = blocks human CDK5/p35 kinase activity | Recombinant CDK5/p35, ADP-Glo luminescence, 60 min | AID 488839 | actives 0.01% (n = 330,000) | inhibition, % at 10 µM;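 active means highest replicate inhibition of at least 50% and at least 75% of replicates reaching 50%; inconclusive means only one of the two criteria met; inactive means both criteria failed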;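 further: plate controls were DMSO neutral control for no effect and GW8510 at 10 µM for full effect; many of its hits are not listed in these tables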
# PKA-R2B activ = activators of human PKA-R2B complex; activation, % at 11.4 µM; AID 504700; actives 0.079% (n = 340,000); PKA-R2B holoenzyme dissociation, Cy5-IP20 fluorescence polarization; R2B truncated from residue 108, S112A mutant; 0% DMSO only, 100% 113 µM cGMP;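 active means activation above a cutoff set at the mean over all compounds plus 3 SD, cut at about 18% in these data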;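 further: higher means more holoenzyme dissociation and a rise in polarization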
# Target sequence (P31323 whole entry, looked up, other chains not shown, the tested form may be a part): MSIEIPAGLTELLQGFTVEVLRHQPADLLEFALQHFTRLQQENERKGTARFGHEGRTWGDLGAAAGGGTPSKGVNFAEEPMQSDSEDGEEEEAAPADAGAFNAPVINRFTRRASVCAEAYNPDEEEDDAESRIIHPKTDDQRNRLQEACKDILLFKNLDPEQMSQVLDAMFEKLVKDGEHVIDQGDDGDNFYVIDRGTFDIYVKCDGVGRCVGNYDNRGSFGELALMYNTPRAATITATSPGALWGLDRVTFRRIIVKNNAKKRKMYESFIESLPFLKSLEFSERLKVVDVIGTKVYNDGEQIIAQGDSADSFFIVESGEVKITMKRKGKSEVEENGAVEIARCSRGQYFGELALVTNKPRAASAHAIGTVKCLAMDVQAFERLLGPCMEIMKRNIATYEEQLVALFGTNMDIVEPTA
# E coli growth = bacterial growth inhibition, counter-screen for AddAB inhibitors | E. coli V3065 growth, OD600 absorbance, 18 h | inhibition, % at 11.9 µM | actives 0.27% (n = 330,000);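 active means inhibition above the campaign's mean inhibition across all tested compounds plus 3 SD, cut at about 9.9% in these data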;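 further: uninfected addAB+ strain grown without phage in ampicillin broth; 0% = DMSO wells and 100% = ciprofloxacin 0.95 µg/ml wells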
# PKA-R1A activ = activators of PKA-R1A complex. P00514+P68181. PKA-R1A dissociation, Cy5-IP20 fluorescence polarization; scaled: DMSO 0%, 113 µM cGMP 100%. activation, % at 11.4 µM. actives 0.083% (n = 340,000). AID 504707;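 active means percent activation above the mean of all tested compounds plus 3 SD, cut at about 19% in these data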;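 further: higher means more PKAc released from R1A so a rise in polarization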
# HTR5A ag ctr = HTR5A agonism, opioid heterodimer counter-screen; P47898; HTR5A agonist assay, luminescence, cell-based; activation, % at 9.3 µM; actives 0.61% (n = 340,000); in the data active means activation mostly above about 9.5%, no sharp cut-off; inactive means mostly below about 7.6%;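 further: 0% = cells with vehicle only and 100% = reference agonist; strong numbers were not always called active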
# * hit, by the source's call; ? = inconclusive; · = not tested or not shown.
SMILES,phage Ecoli inh,AddAB inh,HTR5A inv ctr,DAGLB inhibitor,Tat export inh,SUMO Mot1 rescue,CDK5 p35 inh,PKA-R2B activ,E coli growth,PKA-R1A activ,HTR5A ag ctr
CC1Sc2ccc(S(=O)(=O)CCC(=O)N3CCN(c4cccc(Cl)c4)CC3)cc2NC1=O (stereo not drawn),-0.9,3.0,3.7,6.0,3.7,-19.5,3.9,-3.8,-1.6,-7.7,-1.0
Cc1c(Br)c([N+](=O)[O-])nn1CC(=O)Nc1ccc(C(C)C)cc1,3.3,-1.0,8.6,-9.0,-2.3,29.2,0.7,-6.0,-1.4,-8.3,-3.1
C/C(=N\NC(=O)c1cccc([N+](=O)[O-])c1)c1cccs1,2.8,0.3,5.1,0.8,2.6,-8.4,-1.3,-0.5,-0.8,-5.0,-1.8
CCCCNC(=O)Nc1cc(C)on1,2.2,0.8,3.8,-2.3,3.9,-4.7,0.1,-7.9,3.4,5.1,0.0
COc1ccc(C(C#N)c2ccc(Cl)nn2)cc1 (stereo not drawn),3.6,2.8,·,·,-6.9,-3.6,-1.0,·,1.8,·,·
COc1cccc(C(=O)NCCNC(=O)c2ccccn2)c1,4.4,4.7,2.8,0.3,2.7,29.3,-1.9,-4.0,1.2,-4.5,-1.0
CCOC(=O)c1c(-c2ccccc2)csc1NC(=S)NC(=O)c1ccccc1,2.9,5.8,11.2,-1.8,-4.1,-5.6,1.4,-2.1,1.4,0.1,1.8
CC1CC(C)CN(C(=O)COc2cccnc2[N+](=O)[O-])C1 (stereo not drawn),3.8,-0.1,-4.2,-0.2,0.9,5.4,-0.3,3.5,1.7,9.2,1.2
COc1ccc(-c2nnc(SCCOc3cccc(C)c3)n2N)cc1,1.2,1.3,-5.2,-4.1,4.5,-1.3,-2.7,1.7,-3.5,-2.1,-3.0
CN(Cc1ccccc1)C(=O)Cn1cccc1C(=O)c1ccccc1,1.5,1.8,-21.5,0.1,3.9,-16.1,-1.4,-6.2,0.9,3.0,-0.7
COc1ccc(Cl)cc1NC(=O)CN(C)C(=O)Cc1ccc2c(c1)CCC2,-1.3,3.2,6.5,-3.9,2.0,106.3,-0.8,-20.9,-1.4,-1.0,5.5
CC1CCCC(C)N1C(=O)COC(=O)/C=C/c1ccc(Br)o1 (stereo not drawn),0.7,0.0,5.8,-0.2,-1.3,3.5,-2.1,-5.4,-0.6,-9.7,-2.3
Cc1noc(C)c1COC(=O)c1ccc(-c2nc3ccccc3s2)s1,0.6,0.2,-16.1,-3.9,2.9,2.8,0.7,-0.7,1.2,3.5,0.0
COc1ccccc1C(=O)NC(=O)CSc1nnc(C)s1,0.1,3.1,-2.9,-3.5,-7.4,-2.3,0.2,-13.4,0.6,-8.9,0.3
Cc1ccc(-n2c(=S)[nH]c3c(oc4ccccc43)c2=O)cc1C,0.9,1.9,-3.4,-1.7,-1.2,29.6,0.8,-3.8,-1.9,-15.0,1.3
Cc1cccnc1NC1(C(F)(F)F)N=C2SCCN2C1=O (stereo not drawn),4.0,0.1,-4.5,-0.8,3.2,9.5,-0.3,-5.0,1.0,-1.9,1.6
COC(=O)c1cc(OC)c(OC)cc1NC(=O)c1cccc(C)c1,3.2,2.5,3.5,-4.8,-2.6,0.8,0.2,1.8,0.0,-2.8,-1.5
COc1cc(C2C=C(Nc3ccccc3)C(=O)N2c2ccccc2)ccc1O (stereo not drawn),1.8,0.3,14.4,-1.9,6.5,-4.8,-0.9,-5.4,-1.4,-11.1,-5.4
CC(C)(C)N(Cc1ccccc1)C(=O)COC(=O)c1cccc([N+](=O)[O-])c1,3.3,1.1,8.1,-2.5,7.2,-5.8,0.0,-8.0,-2.2,6.1,0.5
COc1ccccc1NC(=O)CSc1nc2nc(C)cc(C)c2c(=O)[nH]1,3.6,1.1,19.4,1.7,2.7,·,-1.1,-8.7,-0.1,-3.8,-8.0
Cc1ccc(NC(=O)COC(=O)Cn2ccc(C(F)(F)F)n2)cc1Cl,-0.5,2.8,-10.7,2.4,1.1,-5.1,-0.2,0.4,0.7,-1.1,3.9
O=C(/C=C/c1ccccc1)NC(NC(=S)Nc1cc(Cl)ccc1Cl)C(Cl)(Cl)Cl (stereo not drawn),2.8,-0.4,7.6,-3.2,3.5,14.8,-1.8,-9.0,-2.1,-7.5,-2.3
CC(C)CCOP(=O)(c1ccc(N(C)C)cc1)C(O)c1ccc(C(C)C)cc1 (stereo not drawn),2.8,-1.1,11.8,-8.1,13.9,19.9,-1.5,-5.5,-1.0,-6.9,-3.3
CCCCN(C)CCCNC(=O)c1ccc(N2CCCC2=O)cc1,3.7,-1.5,-10.1,0.3,4.6,-14.7,0.4,-6.4,-2.5,-5.5,0.9
Cc1cc(NS(=O)(=O)c2ccc(NC(=O)c3cc4cc(Br)ccc4oc3=O)cc2)no1,2.8,3.4,-2.7,0.0,1.7,-9.9,-1.2,3.0,1.5,4.1,1.0
COc1cc(OC)cc(C(=O)N[C@H](C(=O)OCc2cc(=O)oc3cc(C)ccc23)C(C)C)c1,1.0,-0.3,-0.3,-0.5,4.3,-5.2,-2.2,-6.4,1.8,-3.7,-3.9
Cn1c(=O)c2c(ncn2Cc2nnc(N)s2)n(C)c1=O,3.1,3.8,-10.9,-1.4,-3.2,-6.7,-1.0,2.1,-2.4,7.0,4.0
CC(C)CCn1c(O)c(N=NC(=O)c2ccco2)c2ccccc21,0.7,3.5,-21.9,2.5,-2.4,552.7*,0.7,2.1,0.6,-0.6,1.8
CC(=O)NC(=S)Nc1ccc(NC(=O)c2cccnc2Cl)cc1,-2.5,1.4,-0.8,-1.4,1.0,-20.0,0.5,1.2,-1.5,-1.8,0.3
COc1cccc(CNC(=O)COC(=O)C2CCN(c3ccc(C(F)(F)F)cn3)CC2)c1,0.5,0.3,2.3,-5.6,14.1,-11.3,-0.7,-8.3,-1.6,-0.7,-1.7

# Ordered by the number under PKA-R1A activ (descending): some entries from above.
Compound	phage Ecoli inh	AddAB inh	DAGLB inhibitor	Tat export inh	SUMO Mot1 rescue	CDK5 p35 inh	PKA-R2B activ	PKA-R1A activ
Cc1cc(NS(=O)(=O)c2ccc(NC(=O)c3cc4cc(Br)ccc4oc3=O)cc2)no1	2.8	3.4	0.0	1.7	-9.9	-1.2	3.0	4.1
CC(=O)NC(=S)Nc1ccc(NC(=O)c2cccnc2Cl)cc1	-2.5	1.4	-1.4	1.0	-20.0	0.5	1.2	-1.8
CCCCN(C)CCCNC(=O)c1ccc(N2CCCC2=O)cc1	3.7	-1.5	0.3	4.6	-14.7	0.4	-6.4	-5.5

# (cont.)
SMILES,phage Ecoli inh,AddAB inh,HTR5A inv ctr,DAGLB inhibitor,Tat export inh,SUMO Mot1 rescue,CDK5 p35 inh,PKA-R2B activ,E coli growth,PKA-R1A activ,HTR5A ag ctr
CCN(Cc1cc(OC)c(OC)c(OC)c1)C(=S)Nc1cccc(SC)c1,2.3,0.3,-18.3,-2.4,-11.5,19.0,-3.7,-4.7,-0.7,-0.9,-2.5
CCC(=O)c1ccccc1OCCN1CCN(CC)CC1,0.1,4.1,4.6,-2.3,-5.4,11.1,-0.1,-4.0,-0.6,1.2,-3.2
COc1cccc(CNC(=O)CCC2CCCN(C(=O)c3ccoc3C)C2)c1 (stereo not drawn),-2.7,-2.0,0.8,-0.1,-0.3,1.3,-0.7,-18.1,-0.6,-10.9,-0.3
COc1ccccc1C(=O)Nc1cc(Cl)ccc1O,0.0,1.5,-21.4,-2.2,-1.9,-3.6,0.6,-2.8,1.7,5.8,7.8
COc1ccc(CNC(=O)CCS(=O)(=O)c2ccc3c(c2)NC(=O)C(C)S3)cc1 (stereo not drawn),2.7,0.5,-3.5,2.7,-2.4,191.1,·,11.7,0.4,1.5,0.9
Cc1cc(OCC(O)CN2CCN(CCO)CC2)ccc1C(C)C (stereo not drawn),-0.2,2.1,16.0,1.4,3.9,245.3,1.1,-4.3,-0.8,-3.8,6.2
CC1CCCC(C)N1C(=O)Cc1ccccc1 (stereo not drawn),5.0,0.0,-20.9,-5.6,-16.4,383.2,-1.4,-8.6,-0.2,-8.4,5.6
CCCc1[nH]n(-c2ccc([N+](=O)[O-])cc2)c(=O)c1C=NCCc1c[nH]c2ccccc12,-3.0,4.0,-43.6,2.4,5.6,-7.2,0.6,6.3,-0.7,1.2,19.8*
CCC(O)C1CCN(Cc2cn(Cc3ccccc3)nc2-c2cc3ccccc3o2)CC1 (stereo not drawn),4.0,-0.8,4.8,-0.4,-10.2,6.3,0.3,-4.0,2.3,0.2,-1.9
CC1(C)CC(=O)C2=C(C1)Nc1ccccc1NC2c1ccc([N+](=O)[O-])cc1 (stereo not drawn),2.4,6.1,-25.5,3.7,-9.9,-2.7,0.7,-1.7,3.3,-13.3,2.8
CC1(C)CC(C)(O)N(Cc2ccccc2)C(=S)N1 (stereo not drawn),3.9,2.4,-22.4,2.0,1.3,-6.8,-2.8,2.3,1.0,8.7,-1.9
O=[N+]([O-])c1ccccc1N(CC1CO1)S(=O)(=O)c1ccccc1 (stereo not drawn),2.6,-0.7,5.8,0.6,0.4,5.5,-0.8,0.3,0.5,-14.4,-2.0
CC(CNC(=O)CCc1nnc2ccc(N3CCC4(CC3)OCCO4)nn12)c1ccccc1 (stereo not drawn),0.2,5.2,12.5,3.5,-7.4,64.1,0.1,-12.2,-1.0,-2.7,-0.5
CC(=O)c1ccc(NC(=O)CSC(C)C)cc1,5.1,-0.1,-11.8,-1.9,-4.3,2.1,-0.3,8.9,1.5,10.3,2.9
COc1ccc(/C=N/NC(=O)C(C)N(c2ccc(OC)cc2)S(C)(=O)=O)cc1 (stereo not drawn),6.7,1.6,-2.8,0.1,0.8,406.2,1.0,-2.9,-0.1,-7.5,1.8
CCCCn1nnnc1SCC(=O)Nc1ccc(C)cc1,3.5,-0.7,-3.5,-0.9,-3.1,3.5,-0.1,-2.8,-1.1,5.4,0.8
CC(=O)OC(/C(O)=C(\C#N)c1nc2ccccc2[nH]1)c1ccccc1 (stereo not drawn),-0.5,0.9,-8.2,3.1,-2.5,2.6,4.1,-8.3,0.4,-8.8,3.5
O=C(O)CC(NCc1ccco1)C(=O)OCCc1ccccc1 (stereo not drawn),2.3,4.1,-46.4,4.2,?,-14.8,-1.0,-5.8,2.0,-2.8,16.8
CC(=O)NC1C(OCc2ccccc2)OC2COC(c3ccccc3)OC2C1OCC(=O)O (stereo not drawn),3.4,5.1,-15.8,0.5,-3.1,178.7,-0.1,-8.6,0.4,-11.2,5.8
O=C1Cc2cc(NS(=O)(=O)c3ccc([N+](=O)[O-])cc3)cc3c2N1CCC3,3.2,0.2,14.6,0.6,1.1,-10.1,-2.7,-6.7,-0.6,0.4,-4.8
O=C(NCc1ccccc1)C1CC(=O)N(c2ccc(OCC(=O)N3CCOCC3)cc2)C1 (stereo not drawn),1.0,1.7,1.5,-1.4,3.2,-1.4,-0.1,-6.8,1.6,-0.7,-0.5
CCC(=O)N/N=c1/sc2ccccc2n1C,3.3,2.0,0.4,-0.2,-3.9,6.6,-3.2,2.5,-2.2,0.6,-0.2
Nc1c(C(=O)c2ccccc2)oc2ccc(Br)cc12,2.5,-0.2,19.6,-7.5,-0.6,2.2,1.1,-4.0,0.7,9.7,-7.7
